NSD2 HMT inh = NSD2 histone methyltransferase inhibitors, primary screen, biochemical, AlphaScreen, single concentration, set 2; hit rate 0.54% among 310,000; inhibition, % at 12.5 µM; Histone-lysine N-methyltransferase NSD2 (Homo sapiens), O96028; NSD2 peptide methylation, 120 min; in the data active means inhibition above about 50%
HTR5A inv ctr = HTR5A inverse agonists in luminescence cell assay, primary screen, counter-screen for OPRM1-OPRD1 heterodimer inverse agonist project, full-deck HTS; 5-hydroxytryptamine receptor 5A (Homo sapiens), P47898; HTR5A cell line, inverse agonism; inhibition, % at 9.3 µM; hit rate 0.083% among 340,000; in the data active means inhibition mostly above about 23%, no sharp cut-off; inactive means mostly below about 18%;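 further: 0% = cells with DMSO and 100% = no-cell wells with DMSO; some compounds called inactive have numbers as strong as hits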
Target sequence (P47898 whole entry, looked up): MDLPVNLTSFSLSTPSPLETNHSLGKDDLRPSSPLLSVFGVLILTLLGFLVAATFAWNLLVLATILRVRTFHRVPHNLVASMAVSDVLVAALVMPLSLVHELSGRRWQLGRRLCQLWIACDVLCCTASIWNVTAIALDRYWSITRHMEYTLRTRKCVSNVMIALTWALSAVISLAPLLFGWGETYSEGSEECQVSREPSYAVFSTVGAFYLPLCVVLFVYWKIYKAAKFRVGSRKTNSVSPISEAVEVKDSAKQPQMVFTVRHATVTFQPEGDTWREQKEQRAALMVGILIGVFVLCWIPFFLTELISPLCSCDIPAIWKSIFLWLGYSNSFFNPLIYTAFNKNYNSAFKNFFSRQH
V-ATPase pH = regulators of yeast V-ATPase proton pumping, primary screen, pHLuorin cytosolic pH fluorescence; S. cerevisiae; response, % at 10 µM; hit rate 0.37% among 350,000; AID 504577, 2011; in the data active means response mostly above about 7.3%, no sharp cut-off; inactive means mostly below about 5.4%; further: actives read high; inactives centre near 0; some compounds called inactive have numbers as strong as hits; reference of the scale not given here
SR-BI DiI inh = inhibitors of SR-BI mediated HDL lipid uptake, primary screen, ldlA[mSR-BI] cells, fluorescence, single point. Scavenger receptor class B member 1 (Mus musculus), Q61009. ldlA[mSR-BI] CHO cells, DiI-HDL uptake fluorescence, 3 h. inhibition, % at 12.5 µM. hit rate 0.96% among 320,000. AID 488896, 2010;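 active means mean replicate inhibition of at least 70% and a set share of replicates each scoring 70 or more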;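 further: 0% = median of neutral control wells and 100% = median of positive control wells; values of inactives mirror those of a sister screen read the other way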
Target sequence (Q61009 whole entry, looked up): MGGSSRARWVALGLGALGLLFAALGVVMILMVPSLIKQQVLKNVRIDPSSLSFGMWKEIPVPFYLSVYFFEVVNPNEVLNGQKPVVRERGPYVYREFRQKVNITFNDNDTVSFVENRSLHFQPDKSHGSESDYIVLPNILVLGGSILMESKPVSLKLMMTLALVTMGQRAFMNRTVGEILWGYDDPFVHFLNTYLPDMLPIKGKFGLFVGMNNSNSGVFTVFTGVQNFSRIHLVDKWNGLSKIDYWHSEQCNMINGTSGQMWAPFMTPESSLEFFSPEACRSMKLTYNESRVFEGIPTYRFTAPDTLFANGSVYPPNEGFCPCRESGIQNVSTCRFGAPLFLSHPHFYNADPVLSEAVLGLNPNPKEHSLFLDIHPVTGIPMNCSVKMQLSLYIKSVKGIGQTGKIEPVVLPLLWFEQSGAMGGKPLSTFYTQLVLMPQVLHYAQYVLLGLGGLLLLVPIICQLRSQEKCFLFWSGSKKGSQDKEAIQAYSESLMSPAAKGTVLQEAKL
PvdQ acylase = P. aeruginosa PvdQ acylase inhibitors, primary screen, biochemical, fluorescence, plate reader and imaging, single point. PvdQ acylase [Pseudomonas aeruginosa LESB58]. purified PvdQ acylase. inhibition, % at 10 µM. hit rate 0.063% among 340,000; in the data active means inhibition above about 30%, passing the limit was not always enough;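 further: 0% = vehicle neutral wells and 100% = reference inhibitor wells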
CDK5 p35 inh = inhibitors of human CDK5/p35 kinase, primary screen, biochemical, single concentration. inhibition, % at 10 µM. Cyclin-dependent kinase 5 (Homo sapiens) + Cyclin-dependent kinase 5 activator 1 (Homo …. hit rate 0.01% among 330,000. Recombinant CDK5/p35, ADP-Glo luminescence, 60 min. AID 488839, 2010;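 active means highest replicate inhibition of at least 50% and at least 75% of replicates reaching 50%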;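 further: plate controls were DMSO neutral control for no effect and GW8510 at 10 µM for full effect; many of its hits are not listed in these tables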
HTR5A ag = HTR5A agonists in luminescence cell assay, primary screen, counter-screen for OPRM1-OPRD1 heterodimer agonist project, full-deck HTS | 5-hydroxytryptamine receptor 5A (Homo sapiens), P47898 | cell-based | activation, % at 9.3 µM | hit rate 0.61% among 340,000 | AID 504692, 2011; in the data active means activation mostly above about 9.5%, no sharp cut-off; inactive means mostly below about 7.6%;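 further: 0% = cells with vehicle only and 100% = reference agonist; strong numbers were not always called active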
Wnt bcat act = Wnt/beta-catenin pathway activators, primary screen, cell-based, plate reader, single point | Wnt/beta-catenin reporter cell assay, activator | activation, % at 9.35 µM | hit rate 1.2% among 300,000 | AID 743398, 2014; in the data active means activation above about 30%, passing the limit was not always enough;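 further: 0% = neutral control wells and 100% = positive control wells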
MITF TRPM1 HTS = activators of MITF-driven TRPM1 promoter reporter, primary screen, cell-based, SK-MEL-5, luciferase, single point; AID 588334, 2011; SK-MEL-5 TRPM1-promoter luciferase, 24 h; % of positive control, neutral wells = 0; hit rate 0.75% among 300,000; activation, % at 12.5 µM;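 active means mean activation of at least 80% with every replicate also reaching 80%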;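 further: 0% = neutral control wells and 100% = parthenolide positive control wells; values of inactives mirror those of a sister screen read the other way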
dFosB activator = activators of delta FosB homodimer, primary screen, biochemical, fluorescence polarization, TAMRA-CDK5 oligo, single point; activation, % at 25 µM; Protein FosB (Mus musculus), P13346; hit rate 0.99% among 340,000; AID 493131, 2011; purified delta FosB; percent of positive-control signal above neutral wells;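 active means mean activation above about 17%, with every replicate also reaching it, limit read from the data, passing the limit was not always enough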;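 further: fluorescence polarization rise as delta FosB binds a TAMRA Cdk5 AP-1 oligo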
The depositor's hits bear a star.

`CCOC(=O)c1ccc(NC(=O)CSc2ncccn2)cc1` gave NSD2 HMT inh -3, HTR5A inv ctr -9, V-ATPase pH 3, SR-BI DiI inh -14, PvdQ acylase -10, CDK5 p35 inh -1.3, HTR5A ag 4, Wnt bcat act 0 and dFosB activator -6.
Screening CCCCNC(=O)COC(=O)C1CCN(S(=O)(=O)c2ccc3c(c2)OCCO3)CC1 returned NSD2 HMT inh 28, HTR5A inv ctr -8, V-ATPase pH -3, SR-BI DiI inh -9, PvdQ acylase -13, CDK5 p35 inh 0.7, HTR5A ag 2, Wnt bcat act -2, MITF TRPM1 HTS 6 and dFosB activator -5.
For Cc1cc(SCC2=NNC(=O)C2)c(Cl)cc1Cl the results were NSD2 HMT inh 4, HTR5A inv ctr -15, V-ATPase pH 0, SR-BI DiI inh 20, PvdQ acylase -12, CDK5 p35 inh -5.3, HTR5A ag 2, Wnt bcat act -2 and dFosB activator -13.
O=C(Nc1ccc(S(=O)(=O)Nc2ncccn2)cc1)c1cncc(Br)c1 was read as NSD2 HMT inh 0, HTR5A inv ctr -22, V-ATPase pH -2, SR-BI DiI inh -11, PvdQ acylase -1, CDK5 p35 inh -0.6, HTR5A ag 5, MITF TRPM1 HTS 6 and dFosB activator 3.
Screening CC(CC(=O)O)CC(=O)Nc1cccc([N+](=O)[O-])c1 (centres undefined) returned NSD2 HMT inh 0, HTR5A inv ctr -9, V-ATPase pH 2, SR-BI DiI inh -9, PvdQ acylase -5, CDK5 p35 inh -4.0, HTR5A ag -6, Wnt bcat act -1, MITF TRPM1 HTS 1 and dFosB activator 5.
For CCCN1CCN(CCCNC(=O)Cn2nc(C)n3c(cc4cc(OC)ccc43)c2=O)CC1 the results were NSD2 HMT inh 2, HTR5A inv ctr 5, V-ATPase pH 0, SR-BI DiI inh 10, PvdQ acylase -15, CDK5 p35 inh 0.7, HTR5A ag 0, Wnt bcat act 1, MITF TRPM1 HTS 10 and dFosB activator -2.
For c1ccc(NC2=Nc3ccccc3CS2)cc1 the results were NSD2 HMT inh -2, HTR5A inv ctr -21, V-ATPase pH 1, SR-BI DiI inh 15, PvdQ acylase -6, CDK5 p35 inh 1.6, HTR5A ag -3, MITF TRPM1 HTS 79 and dFosB activator 7.
Screening C=CCN(c1ccccc1)S(=O)(=O)c1ccc2c(c1)NC(=O)C(C)C(=O)N2 (centres undefined) returned HTR5A inv ctr -5, V-ATPase pH 0, SR-BI DiI inh -19, PvdQ acylase -8, CDK5 p35 inh -1.0, HTR5A ag 2, Wnt bcat act -3 and dFosB activator 5.
For COc1ccc(CC(=O)NNC(=O)c2ccncc2)cc1 the results were NSD2 HMT inh -2, HTR5A inv ctr -24, V-ATPase pH 0, SR-BI DiI inh -5, PvdQ acylase -6, CDK5 p35 inh -1.1, HTR5A ag 11, Wnt bcat act 1, MITF TRPM1 HTS 0 and dFosB activator 5.
CCOc1ncccc1C(=O)Nc1ccc(Cl)c(S(=O)(=O)N2CCCC2)c1 was read as NSD2 HMT inh 18, HTR5A inv ctr -28, V-ATPase pH 6, SR-BI DiI inh 31, PvdQ acylase 2, CDK5 p35 inh 0.9, HTR5A ag 1, Wnt bcat act 1, MITF TRPM1 HTS -9 and dFosB activator -12.
CCCCNC(=O)Nc1ccccc1C(=O)NCc1ccco1 was read as HTR5A inv ctr 17, V-ATPase pH 0, SR-BI DiI inh 10, PvdQ acylase 0, CDK5 p35 inh 0.4, HTR5A ag -6, Wnt bcat act 2, MITF TRPM1 HTS 2 and dFosB activator -8.
For COc1ccc(N2CCN(C(CNC(=O)C(C)(C)C)c3ccco3)CC2)cc1 (centres undefined) the results were HTR5A inv ctr 2, V-ATPase pH 3, PvdQ acylase -13, CDK5 p35 inh -1.4, HTR5A ag 1, Wnt bcat act 0, MITF TRPM1 HTS 1 and dFosB activator 2.
For Cc1ccc(C(=O)N/C(=C\c2ccco2)C(=O)N2CCSCC2)cc1C the results were NSD2 HMT inh 1, HTR5A inv ctr -3, SR-BI DiI inh -4, PvdQ acylase 0, CDK5 p35 inh -0.9, HTR5A ag 2, Wnt bcat act -4, MITF TRPM1 HTS 2 and dFosB activator -4.
Screening COc1ccccc1CNCCS(=O)(=O)NCc1ccccc1OC returned HTR5A inv ctr -12, V-ATPase pH 3, SR-BI DiI inh -5, PvdQ acylase -12, CDK5 p35 inh 1.6, HTR5A ag 3, Wnt bcat act -2, MITF TRPM1 HTS -3 and dFosB activator -6.
`O=C1CC(C(=O)Nc2ccccc2C(=O)O)C(c2ccccc2)O1` (centres undefined) gave NSD2 HMT inh 1, HTR5A inv ctr 4, V-ATPase pH 5, SR-BI DiI inh 4, PvdQ acylase -13, CDK5 p35 inh -2.6, HTR5A ag 6, MITF TRPM1 HTS 13 and dFosB activator 2.
CC(=O)c1ccc(NC(=O)/C(C#N)=C/c2ccncc2)cc1 was read as NSD2 HMT inh 1, HTR5A inv ctr 5, V-ATPase pH 3, SR-BI DiI inh 0, PvdQ acylase -16, CDK5 p35 inh 0.1, HTR5A ag -2, Wnt bcat act 2, MITF TRPM1 HTS -2 and dFosB activator -4.
O=C(COC(=O)C1COc2ccccc2O1)Nc1ccccc1OC(F)F (centres undefined) was read as NSD2 HMT inh -7, HTR5A inv ctr -21, V-ATPase pH 0, SR-BI DiI inh -8, PvdQ acylase -4, CDK5 p35 inh -0.2, HTR5A ag 8, Wnt bcat act -4, MITF TRPM1 HTS -26 and dFosB activator -5.
Screening Cc1ccc2nc(N/C(=N/S(=O)(=O)c3ccc(F)cc3F)c3ccccc3)sc2c1 returned NSD2 HMT inh -2, HTR5A inv ctr -4, V-ATPase pH 0, SR-BI DiI inh -3, PvdQ acylase -8, CDK5 p35 inh 0.0, HTR5A ag 1, Wnt bcat act 14, MITF TRPM1 HTS 8 and dFosB activator -14.
Screening Cc1cc(C)c(C)c(OCCCn2ccnc2)c1 returned NSD2 HMT inh 3, HTR5A inv ctr 7, V-ATPase pH 2, SR-BI DiI inh 11, PvdQ acylase -22, CDK5 p35 inh 1.4, HTR5A ag -2, MITF TRPM1 HTS 2 and dFosB activator 1.
`COCCNC(=O)c1cnn2c(C(F)F)cc(-c3ccccc3)nc12` gave NSD2 HMT inh 0, HTR5A inv ctr 4, V-ATPase pH 3, SR-BI DiI inh -14, PvdQ acylase 5, CDK5 p35 inh -0.2, HTR5A ag -1, Wnt bcat act 0, MITF TRPM1 HTS 11 and dFosB activator -18.
Screening CC(C)(C)c1ccc(S(=O)(=O)NCC(=O)N2CCCC2)cc1 returned NSD2 HMT inh 0, HTR5A inv ctr 5, V-ATPase pH 0, SR-BI DiI inh -31, PvdQ acylase -4, CDK5 p35 inh 1.5, HTR5A ag -1, Wnt bcat act -1, MITF TRPM1 HTS -8 and dFosB activator -1.
For O=C1c2cccc3cccc(c23)C(=O)N1CC1CCN(CC(O)COc2ccc3ccccc3c2)CC1 (centres undefined) the results were HTR5A inv ctr -25, V-ATPase pH -4, SR-BI DiI inh 67, PvdQ acylase -12, CDK5 p35 inh -5.9, HTR5A ag 9, Wnt bcat act -2, MITF TRPM1 HTS -13 and dFosB activator 4.
O=c1cc(-c2ccncc2)oc2ccccc12 was read as NSD2 HMT inh 1, HTR5A inv ctr -4, V-ATPase pH 1, SR-BI DiI inh -24, PvdQ acylase 4, CDK5 p35 inh 2.1, HTR5A ag -1, Wnt bcat act 2 and dFosB activator 4.
CC(C)(O)C(=O)NN(C(=O)c1ccccc1)c1ccc2ccccc2c1 was read as NSD2 HMT inh -3, HTR5A inv ctr 13, V-ATPase pH -1, SR-BI DiI inh -29, PvdQ acylase -10, CDK5 p35 inh 1.2, HTR5A ag 5, MITF TRPM1 HTS 0 and dFosB activator -9.
`C=CCN1CCN(C(c2ccccc2OC)c2nnnn2C(C)(C)C)CC1` (centres undefined) gave NSD2 HMT inh 0, HTR5A inv ctr 19, V-ATPase pH 2, SR-BI DiI inh -6, PvdQ acylase -2, CDK5 p35 inh 2.4, HTR5A ag -7, Wnt bcat act -4, MITF TRPM1 HTS -5 and dFosB activator -3.
`COc1ccccc1Cn1c(-c2ccco2)nc2nc3ccccc3nc21` gave NSD2 HMT inh -2, HTR5A inv ctr 20, V-ATPase pH -2, SR-BI DiI inh 10, PvdQ acylase -7, CDK5 p35 inh -1.3, HTR5A ag 0, Wnt bcat act 13, MITF TRPM1 HTS 40 and dFosB activator -12.
For CC(=O)OC1CC(C)(C)N(OC(=O)c2ccccc2)C(C)(C)C1 the results were NSD2 HMT inh 1, HTR5A inv ctr -14, V-ATPase pH -2, SR-BI DiI inh -5, PvdQ acylase 6, CDK5 p35 inh 1.4, HTR5A ag 2, Wnt bcat act -4, MITF TRPM1 HTS 10 and dFosB activator 1.
COc1ccccc1-c1nnc(SCC(=O)Nc2ccc(N3CCOCC3)cc2)n1N was read as NSD2 HMT inh -1, HTR5A inv ctr -7, V-ATPase pH 0, SR-BI DiI inh -18, PvdQ acylase -10, CDK5 p35 inh 0.6, HTR5A ag 2, Wnt bcat act -6, MITF TRPM1 HTS 2 and dFosB activator 3.
Cc1ccn2c(CNC(C)CCn3cccn3)c(C(=O)N3CCCCCC3)nc2c1 (centres undefined) was read as NSD2 HMT inh 1, HTR5A inv ctr 8, V-ATPase pH -3, PvdQ acylase -3, CDK5 p35 inh -0.3, HTR5A ag -3, Wnt bcat act 1, MITF TRPM1 HTS -3 and dFosB activator 0.
For CCOCCCNC(=O)C(NC(=O)c1ccc(=O)[nH]c1)c1ccccc1 (centres undefined) the results were NSD2 HMT inh 1, HTR5A inv ctr -9, V-ATPase pH -4, SR-BI DiI inh -39, PvdQ acylase -1, CDK5 p35 inh 0.5, HTR5A ag -2, MITF TRPM1 HTS -1 and dFosB activator -1.
Screening COc1ccc(-c2nnn(CC(=O)N(Cc3ccccc3Cl)C(C(=O)NCC3CCCO3)c3ccco3)n2)cc1OC (centres undefined) returned NSD2 HMT inh 0, HTR5A inv ctr -33, V-ATPase pH -5, SR-BI DiI inh 31, PvdQ acylase 8, CDK5 p35 inh 0.3, HTR5A ag -1 and dFosB activator 5.
Screening CN(C(=O)c1ccncc1)C1CCCCC1 returned NSD2 HMT inh 1, HTR5A inv ctr 5, V-ATPase pH -1, SR-BI DiI inh -20, PvdQ acylase 0, CDK5 p35 inh 1.4, HTR5A ag -1, Wnt bcat act 0, MITF TRPM1 HTS 6 and dFosB activator 0.
